# High-throughput results as filed in PubChem.
# mHTT CaM bind: mutant huntingtin-calmodulin interaction inhibitors – biochemical, AlphaScreen, primary screen | P42858 | AlphaScreen His-mHTT/GST-CaM binding, luminescence | inhibition, % at 15 µM | hit rate 3.6% among 190,000;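 further: 0% = both proteins with DMSO and 100% = one protein alone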
# Target sequence (P42858 whole entry, looked up, stated change not applied): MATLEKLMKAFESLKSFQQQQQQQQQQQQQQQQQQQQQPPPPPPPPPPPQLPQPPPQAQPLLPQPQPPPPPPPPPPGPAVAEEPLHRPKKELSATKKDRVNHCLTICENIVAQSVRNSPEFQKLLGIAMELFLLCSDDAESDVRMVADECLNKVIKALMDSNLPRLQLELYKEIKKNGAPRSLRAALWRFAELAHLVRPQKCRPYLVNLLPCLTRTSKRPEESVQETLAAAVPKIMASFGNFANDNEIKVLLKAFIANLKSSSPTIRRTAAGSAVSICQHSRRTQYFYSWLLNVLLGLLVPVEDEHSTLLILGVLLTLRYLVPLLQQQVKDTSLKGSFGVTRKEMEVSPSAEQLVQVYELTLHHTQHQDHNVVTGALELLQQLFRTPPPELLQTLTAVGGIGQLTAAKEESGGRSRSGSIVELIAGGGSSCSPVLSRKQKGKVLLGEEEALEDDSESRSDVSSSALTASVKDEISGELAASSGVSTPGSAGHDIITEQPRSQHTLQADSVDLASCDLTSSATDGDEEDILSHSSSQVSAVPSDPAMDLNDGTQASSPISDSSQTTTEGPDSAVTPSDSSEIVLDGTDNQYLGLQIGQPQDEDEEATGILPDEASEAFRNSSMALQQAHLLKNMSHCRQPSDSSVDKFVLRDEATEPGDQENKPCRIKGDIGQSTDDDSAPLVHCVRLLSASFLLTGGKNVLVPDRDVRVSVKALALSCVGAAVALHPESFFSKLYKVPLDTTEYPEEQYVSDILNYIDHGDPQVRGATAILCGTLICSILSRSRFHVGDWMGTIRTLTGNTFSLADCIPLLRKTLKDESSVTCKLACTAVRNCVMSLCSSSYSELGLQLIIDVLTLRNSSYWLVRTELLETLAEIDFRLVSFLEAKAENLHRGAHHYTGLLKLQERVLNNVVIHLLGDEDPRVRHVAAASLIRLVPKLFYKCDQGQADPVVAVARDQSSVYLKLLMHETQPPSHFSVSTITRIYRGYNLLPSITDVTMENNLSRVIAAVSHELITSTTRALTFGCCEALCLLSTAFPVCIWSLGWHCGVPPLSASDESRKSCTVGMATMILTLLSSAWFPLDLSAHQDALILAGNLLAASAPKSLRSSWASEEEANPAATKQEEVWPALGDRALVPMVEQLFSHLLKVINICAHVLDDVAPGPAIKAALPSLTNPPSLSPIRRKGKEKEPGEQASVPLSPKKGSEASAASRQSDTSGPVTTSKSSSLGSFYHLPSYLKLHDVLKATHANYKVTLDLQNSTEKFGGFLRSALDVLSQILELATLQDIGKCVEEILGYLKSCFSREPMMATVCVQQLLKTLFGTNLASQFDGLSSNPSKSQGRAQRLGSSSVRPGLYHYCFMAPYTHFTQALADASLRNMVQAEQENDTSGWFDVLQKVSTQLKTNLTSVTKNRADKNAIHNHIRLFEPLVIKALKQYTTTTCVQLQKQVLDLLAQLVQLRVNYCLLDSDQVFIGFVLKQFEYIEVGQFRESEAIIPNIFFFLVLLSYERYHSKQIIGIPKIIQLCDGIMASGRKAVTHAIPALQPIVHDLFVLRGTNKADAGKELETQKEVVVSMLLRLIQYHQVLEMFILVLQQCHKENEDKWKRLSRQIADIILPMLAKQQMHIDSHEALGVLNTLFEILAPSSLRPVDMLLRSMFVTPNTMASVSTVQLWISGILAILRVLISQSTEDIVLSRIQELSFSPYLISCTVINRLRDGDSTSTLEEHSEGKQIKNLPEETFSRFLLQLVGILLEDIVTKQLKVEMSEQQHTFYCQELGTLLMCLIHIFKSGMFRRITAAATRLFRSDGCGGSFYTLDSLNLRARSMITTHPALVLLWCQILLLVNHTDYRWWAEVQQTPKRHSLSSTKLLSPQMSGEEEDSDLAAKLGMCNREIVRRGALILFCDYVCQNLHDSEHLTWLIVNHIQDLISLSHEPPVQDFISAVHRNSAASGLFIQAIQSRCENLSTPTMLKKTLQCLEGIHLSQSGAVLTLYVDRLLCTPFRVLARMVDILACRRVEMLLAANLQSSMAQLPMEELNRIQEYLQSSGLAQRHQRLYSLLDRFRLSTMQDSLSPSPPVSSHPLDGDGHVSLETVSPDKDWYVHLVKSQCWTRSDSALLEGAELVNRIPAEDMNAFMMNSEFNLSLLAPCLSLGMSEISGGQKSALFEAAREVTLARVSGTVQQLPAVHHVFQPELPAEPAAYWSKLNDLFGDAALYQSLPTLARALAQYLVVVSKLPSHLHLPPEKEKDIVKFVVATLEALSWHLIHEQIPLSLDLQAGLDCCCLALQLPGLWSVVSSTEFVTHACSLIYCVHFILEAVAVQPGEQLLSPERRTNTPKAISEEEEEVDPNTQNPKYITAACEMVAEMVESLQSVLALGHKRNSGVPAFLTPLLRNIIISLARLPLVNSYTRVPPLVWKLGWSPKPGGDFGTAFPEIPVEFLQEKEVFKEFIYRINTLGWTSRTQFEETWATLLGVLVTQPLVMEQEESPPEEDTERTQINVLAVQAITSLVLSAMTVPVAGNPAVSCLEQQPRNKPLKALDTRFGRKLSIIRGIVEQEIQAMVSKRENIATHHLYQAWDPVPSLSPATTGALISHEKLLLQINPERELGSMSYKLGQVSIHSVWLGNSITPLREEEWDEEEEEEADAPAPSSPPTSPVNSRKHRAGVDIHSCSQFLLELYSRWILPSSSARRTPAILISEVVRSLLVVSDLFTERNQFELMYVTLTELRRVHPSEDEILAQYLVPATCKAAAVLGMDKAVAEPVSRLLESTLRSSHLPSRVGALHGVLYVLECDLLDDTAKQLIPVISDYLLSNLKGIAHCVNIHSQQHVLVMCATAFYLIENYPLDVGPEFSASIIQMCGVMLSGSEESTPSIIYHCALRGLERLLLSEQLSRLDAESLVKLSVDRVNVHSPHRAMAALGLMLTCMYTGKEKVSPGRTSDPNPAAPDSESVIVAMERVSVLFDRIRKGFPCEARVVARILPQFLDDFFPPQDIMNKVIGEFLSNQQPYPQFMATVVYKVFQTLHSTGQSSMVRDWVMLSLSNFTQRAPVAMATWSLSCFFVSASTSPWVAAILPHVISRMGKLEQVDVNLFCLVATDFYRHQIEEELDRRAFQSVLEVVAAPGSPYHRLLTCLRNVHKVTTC
# Pf apPOL block: Pf-apPOL inhibitors, biochemical, fluorescence; Plasmodium falciparum apicoplast DNA polymerase (apPOL); Recombinant Pf-apPOL, molecular beacon fluorescence, 1.5 h; inhibition, % at 10 µM; hit rate 0.25% among 210,000; AID 1794808, 2022
# The depositor's hits bear a star; . = not tested or not shown; & = joins results of further samples. No stated cut-off is given here; in the data, active means inhibition above about 50%; inactive means the rest.
# Results follow in this order: mHTT CaM bind	Pf apPOL block
Cc1ccc(-c2noc(CCn3nc(-c4ccccc4)ccc3=O)n2)cc1
    17	0
Cc1cc(NC(=O)CSc2nc3ccsc3c(=O)n2-c2cccc(Cl)c2Cl)no1
    4	0
COc1cc(OC)c(OC)cc1/C=C1/N=C(c2ccccc2F)OC1=O
    12	4
Cc1ccc(CNC(=O)N2CCCC(C)(C(=O)NCc3ccc(F)cc3)C2)cc1 (stereo not drawn)
    -7	1
COc1ccc(OC)c(C=C2Oc3cc(OCC=C(C)C)ccc3C2=O)c1
    -11	-4
Nc1nc2[nH]c(=O)cnc2c(=O)[nH]1
    .	4
CCn1c(SC)nnc1-c1nn(C)c2c1CN(C(=O)CCc1ccccc1)CC2
    13	1
Cc1ccc(F)cc1NC(=O)Cc1nn(C)c(=O)c2ccccc12
    3	-4
COc1cc(C(=O)NCc2ccc(C(=O)NCC(OC)OC)cc2)cc(OC)c1OC
    0	0
O=C(NCCn1nc(-c2cccs2)ccc1=O)c1ccc2ncsc2c1
    -6	-15
COCCCn1cc(CN2CC(N3CCN(Cc4cccc(C)c4)CC3)CS2(=O)=O)nn1 (stereo not drawn)
    -11	2
CCOC(=O)Cc1cc(=O)n2[nH]c(-c3ccccc3)cc2n1
    .	1&-8
CCN(CC)S(=O)(=O)N1CCCC(C(=O)NCCC(C)C)C1 (stereo not drawn)
    -11	-8
O=[N+]([O-])c1ccc(N2CCCCC2)cc1NC1CC1
    7	-9
C=CCn1cnc2c1c(=O)n(CC)c(=O)n2-c1ccccc1Cl
    -4	-8
CCN1CCN(c2cc(Oc3cccc(Cl)c3)ncn2)CC1
    -3	-2
CCCc1c(C(=O)N2CCN(CC)CC2)cnn1-c1cccc(C)c1
    19	-1
COc1ccc(/C=c2\sc3nc(-c4ccc(OC)cc4)nn3c2=O)cc1
    -5	1
CCC1CCCCN1C(=O)c1cccc([N+](=O)[O-])c1C (stereo not drawn)
    2	-10
O=C(NC(n1cnc2c(Cl)ncnc21)C(Cl)(Cl)Cl)c1ccccc1 (stereo not drawn)
    -3	-3
O=[N+]([O-])c1cnc(NCc2cccnc2)c([N+](=O)[O-])c1
    8	0
Cc1cccc(C)c1NC(=O)CCCN1C(=O)c2cccnc2C1=O
    7	-4
Cc1cc(-c2nnc(NC(=O)C3CCN(S(C)(=O)=O)CC3)o2)c(C)o1
    24	0
COc1ccc(C(=O)NCCSCc2c(F)cccc2Cl)cc1
    -12	-7
Cc1ccc2c(c1CCC(=O)O)CC[C@H](NS(=O)(=O)c1ccc(Cl)cc1)C2
    .	15
Cn1nc(COCc2cccc(F)c2)c2c1CCN(C(=O)Nc1ccccc1Cl)C2
    15	-3
Cc1cc2c(cc1C)CSC(c1cccs1)SC2
    .	1
CC1CCC2(CC1)Nc1ccccc1C(=O)N2c1ccccc1 (stereo not drawn)
    0	-6
Cc1ccccc1N1C=C(C#N)S(=O)(=O)c2ccccc21
    -8	1
O=C(CCc1ccccc1)N1CCCC(COc2ccc(C(=O)N3CCCCC3)cc2)C1 (stereo not drawn)
    9	0
CN(CC(=O)NCc1ccccc1Cl)S(=O)(=O)c1ccc(Br)cc1
    -1	-1
CCC(C)NC(=O)C1(O)c2ccccc2NC(=O)N1c1cccc(OC)c1 (stereo not drawn)
    -3	-5
CCOc1ccc(CCN2C(=O)CCC2(C)C(=O)NCc2ccccc2)cc1OCC (stereo not drawn)
    9	2
Cn1ncc2c(ON=C(N)c3ccc(C(F)(F)F)cc3)ncnc21
    .	-15
CC1=C(C(=O)Nc2ccc(C)cn2)C(c2cccs2)C2=C(CC(C)(C)CC2=O)N1 (stereo not drawn)
    8	-3
N#CCSc1nsc2sc(C#N)c(N)c12
    -3	.
COc1ccc2c(c1)c1nc(SCc3ccccc3)n(C)c(=O)c1n2C
    8	-10
C=C(C)COc1ccc2oc(C)c(C(=O)O)c2c1
    -21&-3	-2&-4
Cc1ccc(-c2nc(O)c(C3=c4cc([N+](=O)[O-])ccc4=NC3=O)s2)cc1
    11	-1
COc1cccc(C2C(C#N)=C(N)Oc3cc(C)oc(=O)c32)c1OC (stereo not drawn)
    6	3
O=[N+]([O-])c1ccc(C(O)CN2CCc3ccccc32)cc1 (stereo not drawn)
    32	-14
Cc1cc2ncc(C3=NNC(O)(C(F)(F)F)C3)c(C)n2n1 (stereo not drawn)
    .	-19
CN1CCN(CC(O)c2ccccc2)CC1 (stereo not drawn)
    -10&-5	1&-2
Cc1ccc(C(=O)Nc2ccc3c(c2)ncn3-c2ccccc2C)cc1
    10	6
O=C(CSC1CCCC1)N1CCN(C(=O)C2CC2c2ccccc2)CC1 (stereo not drawn)
    -2	-12
CCCCc1nnc(NC(=O)C2CC(=O)N(CCc3c[nH]c4ccc(OC)cc34)C2)s1 (stereo not drawn)
    27	0
O=C(C=Cc1cccc([N+](=O)[O-])c1)OCC(=O)c1ccccc1
    1	-2
O=C(CN1C(=O)/C(=C/c2cccc(Cl)c2)Sc2ccccc21)NCCN1CCCC1
    49	-3
O=C(CC1CCCC1)NCc1nnc2n1CCCC2
    -4	-2
COc1ccc2c(=O)c(Oc3ccccc3)c(C(F)(F)F)oc2c1
    -5&0	-3&-13
Cc1cccc(-n2nc3c(c2NC(=O)c2ccc4c(c2)OCO4)CS(=O)C3)c1C (stereo not drawn)
    11	-5
C#CCOCC1CCCN(S(=O)(=O)c2ccc(C(C)=O)cc2)C1 (stereo not drawn)
    2	-1
Cc1ccc(Cl)cc1NC(=O)CCS(=O)(=O)c1ccc(Br)s1
    4	-2
COc1ccc(C(=O)Cn2c(NCCO)nc3ccccc32)cc1OC
    1	-4
CN(C)c1ccc(-n2nnnc2SCC(=O)Nc2ccc(C(F)(F)F)cc2)cc1
    .	-2
CC1CCN(c2nc(N3CCC(C)CC3)nc(N3CCC(C)CC3)n2)CC1
    -5	.
CN1c2ccc(F)cc2C(=O)NC12CCN(C(=O)c1ccccc1F)CC2
    7	-1
CCCc1nc2c(c(=O)n1CC(=O)Nc1cc(C)ccc1C)CCN(Cc1ccccc1)C2
    5	-1
COc1ccc(N(C(C)C(=O)Nc2ccc(Oc3ccccc3)cc2)S(C)(=O)=O)cc1 (stereo not drawn)
    10	-3
Cc1cc(OCC(=O)NC2CC(C)(C)NC(C)(C)C2)ccc1Cl
    20	-2

# Profiles from above. Order of screens: mHTT CaM bind	Pf apPOL block
# Results for O=C(CN1C(=O)/C(=C/c2cccc(Cl)c2)Sc2ccccc21)NCCN1CCCC1 : 49	-3
# Results for COc1ccc(N(C(C)C(=O)Nc2ccc(Oc3ccccc3)cc2)S(C)(=O)=O)cc1 (stereo not drawn) : 10	-3
# Results for O=C(C=Cc1cccc([N+](=O)[O-])c1)OCC(=O)c1ccccc1 : 1	-2
# Results for O=[N+]([O-])c1ccc(C(O)CN2CCc3ccccc32)cc1 (stereo not drawn) : 32	-14

# Next entries.
# Results follow in this order: mHTT CaM bind	Pf apPOL block
COC(=O)C1CN(Cc2ccc(C)cc2)CCS(=O)(=O)N1Cc1cn(Cc2ccc(Cl)cc2)nn1 (stereo not drawn)
    2	-2
CCSc1nnc(NC(=O)C2C3C=CC(C3)C2C(=O)O)s1 (stereo not drawn)
    1	-1
Cc1nnc(Sc2cc(C(=O)NCCCN(C)Cc3ccccc3)c3ccccc3n2)s1
    12	-19
Cc1ccc(-c2cc(C(F)(F)F)n3nc(C(=O)Nc4cc(C)on4)cc3n2)cc1
    -1	-1
CC1CC(=O)Nc2ccccc2N1C(=O)CN1CCN(c2ccccn2)CC1 (stereo not drawn)
    .	-2
Nc1c2c(-c3ccccc3)nc(N3CCCC3)nc2nn1-c1ccccc1
    16	0
Cc1cc(OC=CC(=O)c2ccc(Br)cc2)ccc1Cl
    .	-11
O=c1c(O)c(-c2ccc(O)cc2O)oc2cc(O)cc(O)c12
    .	-25
CCCCn1c(-c2ccc(Cl)cc2)cn2c3c(=O)n(C)c(=O)n(C)c3nc12
    -2	23
Cc1ccc(C(=O)N2CCN(C(=O)c3nnn4c3COC(c3ccccc3)C4)CC2)c(C)c1 (stereo not drawn)
    11	1
O=C(c1ccc(-c2nnc(-c3ccccc3)o2)cc1)N1CCCCC1
    -3	-2
O=C(NCc1ccccn1)c1ccc(CS(=O)(=O)Cc2ccccc2Cl)o1
    18	-4
O=C(NC12CC3CC(CC(C3)C1)C2)C1COCC(=O)N1Cc1ccccc1 (stereo not drawn)
    -1	-4
CC(C)N1Cc2cc(C(=O)NC3CCCCCC3)sc2C1
    11	1
CCNC(=O)C1CCC(c2ccccc2)N(C(=O)Cc2cccs2)C1 (stereo not drawn)
    -4	-2
O=C(c1ccc(Cl)cc1)N(c1ccc(Cl)cc1)C1C=CS(=O)(=O)C1 (stereo not drawn)
    1	0
O=c1[nH]nc(Br)c(=S)[nH]1
    4	.
O=C(O)c1ccc(NS(=O)(=O)c2ccc(Cl)c(C(=O)Nc3ccccc3)c2)cc1
    -4	-5
CC(=O)OCC(OC(C)=O)C(OC(C)=O)C(OC(C)=O)C(OC(C)=O)C(=O)N1CCOCC1 (stereo not drawn)
    .	4
CC(=O)N(Cc1nn(C)c2c1CN(S(=O)(=O)c1ccc(C#N)cc1)CC2)c1ccccc1
    4	-5
Cc1nc(-c2ccccc2)nc2c1CCC(=O)N2Cc1cccs1
    -7	-4
C1=C(c2ccccc2)Nc2nnnn2C1c1ccco1 (stereo not drawn)
    0	-8
O=C1OC(c2ccc([N+](=O)[O-])cc2)=N/C1=C\c1ccccc1Br
    4	13
CCCn1cc(C2=CCN(S(=O)(=O)c3ccc(C)c(Cl)c3)CC2)c2cccnc21
    12	-5
O=C(C1CCN(S(=O)(=O)c2cccc3nsnc23)CC1)N1CCn2c1nc1ccccc12
    4	-11
COc1ccc(-n2nc3c(c2NC(=O)/C=C/c2ccccc2)CSC3)cc1
    52*	-1
O=C(c1ccsc1)N1CCCN(C2CCN(Cc3ccc(F)cc3)C2=O)CC1 (stereo not drawn)
    19	-1
O=C(CCCc1ccccc1)Nc1scc2c(=O)oc3ccccc3c12
    2	-7
Nc1ccc(Nc2ccccc2)c(Cl)c1
    48	-7
CC1CCN(C(=O)C2c3ccccc3CCN2C(=O)C(C)C)CC1 (stereo not drawn)
    2	-3
COc1cccc(Nc2ncc3c(n2)CCN(Cc2ccc(N(C)C)cc2)C3)c1
    73*	-4
Cc1ccc(NC(=O)N2CCCC2c2nc(-c3ccccc3)no2)cc1 (stereo not drawn)
    -5	0
COC(=O)c1ccc(Nc2c(-c3nc(C4CC4)no3)cnc3nc(C)ccc23)cc1
    36	-7
Cc1cc([N+](=O)[O-])ccc1-c1ccc(/C=C2/SC(=N)NC2=O)o1
    5	-1
Cc1cccc(C2CCCN2C(=O)Nc2ccc3c(c2)OCCO3)c1 (stereo not drawn)
    4	2
CC1=CC(=O)C(CCOCCC2=CC(=O)C(C)=CC2=O)=CC1=O
    .	30
Nc1ncnc2c1ncn2CCNCc1ccco1
    .	-6
CCn1ccc2c(cc(C(=O)Nc3cccc(OC)c3)n2C)c1=O
    -2	-1
COc1ccccc1CCN1COc2ccc3c(=O)c(-c4ccccc4OC)coc3c2C1
    11	-11
Cc1cc(Cl)ccc1NC(=O)N1CCc2nc3cc[nH]n3c(=O)c2C1
    -4	-4

# 3 entries drawn at random from those above:
# Results follow in this order: mHTT CaM bind	Pf apPOL block
O=C(c1ccsc1)N1CCCN(C2CCN(Cc3ccc(F)cc3)C2=O)CC1 (stereo not drawn)
    19	-1
C1=C(c2ccccc2)Nc2nnnn2C1c1ccco1 (stereo not drawn)
    0	-8
Cc1cc(Cl)ccc1NC(=O)N1CCc2nc3cc[nH]n3c(=O)c2C1
    -4	-4

# Carrying on:
# Results follow in this order: mHTT CaM bind	Pf apPOL block
COc1nn(C)cc1-c1nnc(SCC(=O)NCc2ccc(F)cc2)n1C
    -9	-2
COc1ccc(NC(=O)CN2C(=O)C(c3ccccc3)=NC23CCCC3)cc1
    -1	-8
COc1ccc(C2C(C#N)=C(N)N(c3c(F)cccc3F)C3=C2C(=O)CC(C)(C)C3)cc1OC (stereo not drawn)
    25	-3
O=C(Nc1cnc(N2CCOCC2)nc1)c1cccc(F)c1
    0	-7
O=C1NC(=O)/C(=C\c2ccc(OCc3ccc(Br)cc3)c(Br)c2)N1
    9	1
COc1cc(OC)cc(-c2c(Sc3ccccc3)c3cc(-c4ccc5c(c4)OCCO5)ccc3n2C)c1
    2	0
Cc1ccc(N2CCC(C(=O)Nc3ccc4c(c3)Cc3ccccc3-4)CC2)nn1
    14	-2
CN(C)c1ccc(C(=O)N=c2sc3cc([N+](=O)[O-])ccc3n2C)cc1
    -5	7
COc1cccc2cc(C(=O)Nc3cccc(N4CCCS4(=O)=O)c3)oc12
    13	-10
Cc1ccc(OCCN2CCCCC2)c(Br)c1
    0	-3
C[C@H]1COc2cc(N3CCC[C@@H]3CO)ccc2S(=O)(=O)N1
    3	-5
O=C(c1ccc(F)cc1)N1CCCCC1CCN1CCCCC1 (stereo not drawn)
    0	-7
Cc1ccc(C2=N/C(=C\c3coc4ccccc4c3=O)C(=O)O2)cc1C
    4	0
O=C(c1cnn(-c2ccc(Cl)cc2)c1C(F)(F)F)N1CCN(c2ncnc3ccsc23)CC1
    .	-20
Cc1cc(C)cc(N2CCC(NC(=O)c3cccs3)C2=O)c1 (stereo not drawn)
    -10	0
O=C(O)c1cccc([N+](=O)[O-])c1C(=O)Nc1cccc(Cl)c1Cl
    -5	-4
Cc1ccc2cc(CCC(=O)N3CCCC3)c(=O)[nH]c2c1
    -6	-5
Cc1nnc(-c2ccc3ccn(CC(=O)Nc4ccccc4)c3c2)o1
    -3	0
CCCN1CCN(c2ncc3c(n2)CCN(Cc2cccc(Br)c2)C3)CC1
    45	-6

# Outcome played no part in choosing rows; about 3.6% have a hit in one of these screens.
